Source: PubChem BioAssay (National Center for Advancing Translational Sciences (NCATS))
D1 antag = blocks dopamine activation of the human D1 receptor. P21728. hit rate 3.2% among 360,000. HEK293 TREx D1 cells, calcium flux, dopamine EC80; stronger effect = lower value. activity change, negative = inhibition, % at 10 µM; in the data active = activity change below about -30%; note: % is set by controls: 0 for no effect and ±100 for the full control effect
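Compound effects on dopamine-evoked calcium signalling were measured in tetracycline-induced HEK293 Trex D1 cells. Dopamine at EC80 followed a 180 s compound pre-read, and fluorescence was tracked kinetically for 180 s more.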
RXFP1 antag = blocks the human relaxin receptor RXFP1; AID 1259400; activity change, negative = inhibition, % at 57.5 µM; HEK293-RXFP1, relaxin-stimulated cAMP HTRF, 30 min; stronger effect = lower value; hit rate 0.59% among 350,000; Q9HBX9;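 active = activity change of -60% or lower, but not beyond a set lower limit; inconclusive = change between -60% and -40%, or beyond the set limit; inactive = change above -40%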; note: % is set by controls: 0 for no effect and ±100 for the full control effect
Target sequence (Q9HBX9 whole entry, looked up): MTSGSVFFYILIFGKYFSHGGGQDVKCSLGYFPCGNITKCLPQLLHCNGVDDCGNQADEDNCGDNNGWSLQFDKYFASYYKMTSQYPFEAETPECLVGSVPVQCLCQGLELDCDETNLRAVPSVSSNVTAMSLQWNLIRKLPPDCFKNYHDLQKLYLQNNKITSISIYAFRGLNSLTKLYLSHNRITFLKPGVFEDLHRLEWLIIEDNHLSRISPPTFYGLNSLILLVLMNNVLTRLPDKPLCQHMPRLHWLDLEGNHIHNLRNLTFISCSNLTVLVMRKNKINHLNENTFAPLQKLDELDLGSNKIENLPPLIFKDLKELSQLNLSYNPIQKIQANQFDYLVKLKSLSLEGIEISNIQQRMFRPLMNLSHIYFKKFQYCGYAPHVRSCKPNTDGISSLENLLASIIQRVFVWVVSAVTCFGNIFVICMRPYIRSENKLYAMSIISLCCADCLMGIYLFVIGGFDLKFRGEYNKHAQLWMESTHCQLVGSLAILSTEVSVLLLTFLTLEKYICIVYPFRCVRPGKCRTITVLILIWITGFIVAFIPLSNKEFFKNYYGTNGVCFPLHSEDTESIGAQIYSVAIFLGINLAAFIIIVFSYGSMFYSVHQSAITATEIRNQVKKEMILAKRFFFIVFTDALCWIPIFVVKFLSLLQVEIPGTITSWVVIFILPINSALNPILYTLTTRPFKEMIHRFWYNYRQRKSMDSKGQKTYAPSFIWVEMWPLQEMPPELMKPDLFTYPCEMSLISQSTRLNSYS
D2 ag = agonists of human D2 dopamine receptor; P14416; HEK293 T-REx D2 cells, calcium flux agonist mode; activation, % at 2 µM; hit rate 0.53% among 340,000;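 active = activation over 3 SD above normal in the single-dose calcium agonist read, cut at about 30% in these data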; note: 0% is about no effect
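Tetracycline-induced HEK293 T-REx cells with force-coupled D2 receptor, plated overnight at 30 C, loaded with no-wash calcium dye. After a 10 s baseline, compound was pin-added and calcium flux read kinetically for 180 s; calcium rises flagged agonists.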
D2 antagonist = antagonizes the human D2 dopamine receptor | AID 485344 | hit rate 2% among 340,000 | inhibition, % at 10 µM | P14416 | HEK293 TREx D2 cells, calcium flux, dopamine EC80; in the data active = inhibition above about 30%; note: 0% is about no effect
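Tetracycline-induced HEK293 TREx cells expressing D2 receptor forced-coupled to calcium signalling, loaded with no-wash calcium dye. Compounds added and calcium flux read 180 s, then dopamine added at EC80 and read a further 180 s.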
D2 potentiator = D2 dopamine receptor (human) potentiation; HEK293 T-REx D2, calcium flux, EC20 dopamine potentiation; AID 485347; potentiation, % at 10 µM; P14416; hit rate 0.34% among 340,000;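 active = potentiation over 3 SD above the plate norm, cut at about 30% in these data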; note: 0% is about no effect
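Calcium flux readout, no-wash dye, 1 read/s. Inducible HEK293 Trex D2 line, overnight 30 C. Compound alone 180 s (agonist flags), then EC20 dopamine, another 180 s to score potentiation.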
D1 PAM = potentiators of human D1 dopamine receptor | P21728 | HEK293 TREx D1 cells, calcium flux, dopamine EC20 potentiation | potentiation, % at 10 µM | hit rate 0.036% among 360,000 | AID 504651; in the data active = potentiation above about 30%; note: 0% is about no effect
TRHR enhancer = allosterically enhances the human TRH receptor; P34981; TRHR cells, fluo-8 calcium fluorescence, EC20 TRH enhancement; enhancement, % at 2 µM; hit rate 0.66% among 360,000; in the data active = enhancement above about 30%; note: 0% is about no effect
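TRHR-expressing cells loaded with fluo-8 calcium dye were read kinetically (ex 480/em 530) during compound addition, then stimulated with an EC20 of TRH (10 nM final). Enhancement of the Gq-mediated intracellular calcium response was scored.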
TRHR agonist = TRH receptor (human) agonism. activation, % at 2 µM. TRHR cells, calcium flux fluo-8, FDSS agonist mode. hit rate 0.18% among 360,000. P34981; note: 0% is about no effect
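Fluo-8-loaded TRHR cells; 10 s baseline, compound added, kinetic Ca2+ fluorescence read 1/s, agonist mode.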
D1 agonist = activates the human D1 dopamine receptor; P21728; HEK293 T-REx D1 cells, calcium flux, agonist mode; activation, % at 2 µM; hit rate 1% among 360,000; AID 504660; note: 0% is about no effect
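Agonism was scored from calcium flux recorded over 180 s (1 read/s) after pintool compound addition, following a 10-cycle baseline. Cells were inducible force-coupled HEK293 TREx D1, plated overnight at 30 C and loaded with no-wash calcium dye.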
Numbers without * were called inactive; ? = inconclusive; . = not tested or not shown; & = joins results of further samples. Cut-off read from the data, not from the text of the source, unless noted: active = activation above about 30%; inactive = the rest.

The opening six compounds, ahead of the listing:
Values run as follows: TRHR enhancer	D1 antag	D1 agonist	RXFP1 antag	TRHR agonist	D2 antagonist	D2 ag	D1 PAM	D2 potentiator
COc1ccc(OC)c(CCNC(=O)CC2Oc3ccc(C)cc3NC2=O)c1 (configuration not stated)
    -8	-16	0	.	-0.6	.	.	.	.
COCCn1c(Cc2ccccc2)nnc1SCC(=O)Nc1ccccc1
    2	3	1	3	5.5	0	-0.5	-3	-3
O=C(OCC(=O)N1CCCc2ccccc21)c1cc(S(=O)(=O)N2CCOCC2)ccc1O
    2	-8	1	1	0.2	.	.	3	3
CN(CC(=O)NCCc1ccc(S(N)(=O)=O)cc1)S(=O)(=O)/C=C/c1ccccc1
    -6	-11	1	-11	0.6	23	0.8	3	-7
Cc1ccccc1OCC(=O)Nc1ccccc1C(=O)NC1CC1
    1	2	13	-9	-0.1	-11	-1.1	-6	-7
CN(CC(=O)Nc1cccc(F)c1)C(=O)C1(c2ccccc2)CC1
    2	6	2	3	0.4	1	0.0	0	7

The listing, from the start:
Values run as follows: TRHR enhancer	D1 antag	D1 agonist	RXFP1 antag	TRHR agonist	D2 antagonist	D2 ag	D1 PAM	D2 potentiator
COc1ccc(OC)c(CCNC(=O)CC2Oc3ccc(C)cc3NC2=O)c1 (configuration not stated)
    -8	-16	0	.	-0.6	.	.	.	.
COCCn1c(Cc2ccccc2)nnc1SCC(=O)Nc1ccccc1
    2	3	1	3	5.5	0	-0.5	-3	-3
O=C(OCC(=O)N1CCCc2ccccc21)c1cc(S(=O)(=O)N2CCOCC2)ccc1O
    2	-8	1	1	0.2	.	.	3	3
CN(CC(=O)NCCc1ccc(S(N)(=O)=O)cc1)S(=O)(=O)/C=C/c1ccccc1
    -6	-11	1	-11	0.6	23	0.8	3	-7
Cc1ccccc1OCC(=O)Nc1ccccc1C(=O)NC1CC1
    1	2	13	-9	-0.1	-11	-1.1	-6	-7
CN(CC(=O)Nc1cccc(F)c1)C(=O)C1(c2ccccc2)CC1
    2	6	2	3	0.4	1	0.0	0	7
O=C(Nc1ccc(F)cc1)c1ccc2c(=O)n(CC3CCCO3)c(=S)[nH]c2c1 (configuration not stated)
    18	-20	6	-68*	-0.1	2	1.0	-3	13
Cc1cc(C(=O)CSc2nnc(-c3ccco3)o2)c(C)n1Cc1ccco1
    -1	-12	10	-6	-0.6	8	-0.1	-4	12
Cc1ccc2nc(N(CCN(C)C)C(=O)/C=C/c3cccs3)sc2c1
    1	6	6	-6	1.3	-25	-0.7	1	-14
COc1ccc(OCCCC(=O)NCC(C)C)cc1
    -4	3	1	-4	0.1	31*	0.5	-4	-1
COc1ccc(/C=C/C(=O)N[C@@H](C)C(=O)O)cc1
    4	-1	2	-5	-0.2	7	-0.1	2	-6
COc1ccc(CNC(=O)CSc2ccc(Br)cc2)cc1OC
    -2	-3	5	-16	-1.0	-12	-0.3	-4	13
c1ccc(C2CCCN(Cc3nc(CC4CC4)no3)CC2)cc1 (configuration not stated)
    0	-3	1	-6	-0.8	-6	0.0	0	-9
CSCC(=O)N1CCc2ccc(NC(=O)c3ccccc3Cl)cc2C1
    -2	-8	2	-8	-0.3	0	0.5	-10	-8
CC(=O)Nc1ccc(C)c(NC(=S)Nc2ccc(F)cc2)c1
    0	22	1	-8	0.2	-9	0.2	1	0
CC(=O)Oc1ccc(N2C(=O)C3C4C=CC(CO)(O4)C3C2=O)cc1 (configuration not stated)
    0	11	0	-5	0.5	-3	-0.4	-4	2
O=C1CCCN1CCC1CCN(C(=O)Nc2ccccc2)CC1
    5	7	0	-2	-0.1	8	0.0	-4	-2
CC(C)(C)OC(=O)N1CCC(CC2CC(c3cccc(Br)c3)=NO2)(C(=O)NCC2CCCCC2)CC1 (configuration not stated)
    -2	-16	8	.	1.0	-15	0.4	-7	-7
O=[N+]([O-])c1ccc(C[n+]2ccc(Cc3ccccc3)cc2)cc1
    -3	-6	3	-15	4.0	3	-0.3	-7	-1
Cc1ccc(C23CC4CC(CC(CC(=O)N5CCOCC5)(C4)C2)C3)cc1
    -13	-28	5	-10	3.4	12	0.9	-8	-26
COc1ccc(NC(=S)N/N=C2\CC(C)(C)Oc3ccc(OC)cc32)cc1
    9	0	1	-18	0.1	4	1.5	-5	8
CCOC(=O)C1=C(c2ccccc2)NC(=O)NC1c1cc(OC)c(OC)c(OC)c1 (configuration not stated)
    3	18	2	-1	0.4	-14	-1.6	-4	8
CNC(=O)c1cc(Nc2nnc(-c3ccc(O)cc3)c3ccccc23)ccc1OC
    6&8	12&-18	2&-1	-5	0.2&-1.4	-8	-0.2	-9&-3	-3&22
CN1CCN(C(=O)c2ccc3c(c2)NC(=O)C(N2CCOCC2)S3)CC1 (configuration not stated)
    0	0	4	-16	1.5	1	0.9	-1	-7
CCOc1ccc(C(=O)CSc2nc3cc(C(=O)NC4CCCC4)ccc3c(=O)n2CC2CCCO2)cc1 (configuration not stated)
    -5	-18	6	.	0.5	.	-1.7	-5	-6
O=C(O)c1ccccc1SC1CC(=O)N(c2ccc3c(c2)OCO3)C1=O (configuration not stated)
    -3	10	-3	8	-0.1	-3	-0.2	-3	0
Cc1cc(C(=O)Nc2ccccc2Cl)c2ccccc2n1
    7	-4	3	-3	1.0	5	0.2	2	0
Cc1nonc1C(=O)N/N=C/c1ccc([N+](=O)[O-])o1
    -3	-7	3	6	0.9	8	1.9	3	-2
Cc1cc(=O)[nH]c(SCc2nnnn2-c2ccc(Cl)cc2)n1
    3	-7	1	-7	0.3	-18	0.2	-2	9
CSc1ccccc1Sc1cc(C(=O)O)c2ccccc2n1
    12	15	4	4	-0.4	-5	-0.3	8	4
COc1ccc(S(=O)(=O)N(CC(=O)NCCSc2ccccn2)c2ccccc2)cc1
    2	2	6	-4	-0.3	6	-0.6	-6	5
C/C(=N\NC(=O)C1(C)CC1(Br)Br)c1ccc(NC(=O)c2ccc(C)o2)cc1 (configuration not stated)
    4	-2	6	-39	0.0	-3	-1.3	-3	-9
Cc1ccc(CN2CCN(C/C=C/c3ccc(F)cc3)CC2CCO)o1 (configuration not stated)
    -6	-9	4	6	1.8	21	1.3	1	-21
Cc1c(C(O)CN2CCC(C(N)=O)CC2)c2ccccc2n1C (configuration not stated)
    -5	7	2	-14	0.4	6	1.6	5	-10
CCCC(=O)C1=C(O)C(C(=O)OC)C(C)(C)CC1=NC (configuration not stated)
    -8	3	0	-11	0.0	0	-0.2	-1	15
Cc1cccc(C2CC(=O)Nc3cc4c(cc32)OCO4)c1 (configuration not stated)
    -6	-1	15	.	-0.2	.	-0.1	-3	2
COc1ccc2cc(CN(CC3CCCO3)S(=O)(=O)c3ccccc3)c(=O)[nH]c2c1 (configuration not stated)
    5	-9	2	-3	0.5	-14	1.3	-3	0
Cc1ccc(OCCCCNC(C)(C)C)c([N+](=O)[O-])c1
    9	2	6	.	0.8	-8	-0.4	-7	-15
Cc1ccn2c(CNCC3COCCO3)c(C(=O)N3CCCCCC3)nc2c1 (configuration not stated)
    21	10	-1	-6	0.3	-11	0.4	5	1
O=C(C1CCN(Cc2nc(Cc3cccc(F)c3)no2)CC1)N1CCOCC1
    7	1	4	6	0.3	20	-0.3	-4	0
COc1cc(/C=C(\C#N)C(=O)c2ccc(O)c(O)c2)cc(I)c1O
    2	1	38*	.	-1.6	4	-1.4	-6	-2
O=C(CSc1ncn[nH]1)Nc1ccc(Br)cc1F
    -4	-36*	1	9	-0.6	-6	0.2	1	21
COc1ccccc1NC(c1ccc(Cl)cc1)c1nnc(-c2cccc(F)c2)o1 (configuration not stated)
    6	-1	5	-18	0.8	.	0.7	1	-6
C/C(C/C(C)=C1/SC(=S)NC1=O)=C1\SC(=S)NC1=O
    5	24	3	-20	1.1	-2	0.2	6	5
CC(C)CC(=O)N1CCN(Cc2ccc(C(F)(F)F)cc2)CC1
    17	-11	9	-3	-0.9	3	0.6	-3	2
O=C(O)c1oc2ccccc2c1CSc1ccc(Cl)cc1
    -6	2	-3	?	-0.3	8	.	-1	14
CCCc1cc(-c2n[nH]c(=S)n2C(C)c2ccccc2)cs1 (configuration not stated)
    -9	.	-1	4	-0.5	1	-0.1	1	-1
Cc1ccccc1[C@@H](NC(=O)OC(C)(C)C)C(=O)OC(C)(C)C
    -2	.	-2	.	-0.2	-7	-1.2	-4	5
COc1ccc(N2C(=O)CC(Sc3n[nH]c(-c4cccc(C)c4)n3)C2=O)cc1 (configuration not stated)
    -2	0	2	-8	-0.9	0	-1.7	-2	12
CCN(CCCNC(=O)c1cc2cc3cc(C)ccc3nc2s1)c1cccc(C)c1
    -1	2	1	-3	-0.1	.	-0.4	3	1
NC(CSCc1ccccc1Cl)C(=O)O (configuration not stated)
    -2	-12	1	3	0.2	.	.	6	.
COc1ccc(C(=O)NN2CCCCC2)cc1OC
    8	-5	2	-1	-0.5	0	-0.4	-6	-11
Cc1ccc(C(=O)N/C(=C/c2ccco2)C(=O)NCCCn2ccnc2)cc1
    1	-24	3	-8	-1.0	-8	-1.0	-6	-3
CC(=O)c1cccc(NC(=S)N2CCN(CCN3C(=O)c4cccc5cccc(c45)C3=O)CC2)c1
    16	9	-4	4	0.1	-2	-1.1	5	0
Cc1nn(Cc2ccccc2)c(C)c1/C=N/NC(=O)c1ccncc1
    1	8	2	-3	0.9	-5	0.2	2	4
COc1ccccc1NC(=S)N1CC(C)OC(C)C1 (configuration not stated)
    0	-13	0	5	0.1	-13	-0.3	0	5
O=C(O)CCN1C(=O)CC(N2C(=O)/C(=C/c3ccc(Cl)cc3)SC2=S)C1=O (configuration not stated)
    9	-5	0	.	-0.1	11	0.0	1	13
CCOC(=O)CSc1nnc(-c2ccoc2C)n1-c1ccc(C)cc1
    10	6	-1	5	-0.6	-3	0.3	-3	-8
CCOC(=O)CC12CN3CN(C1)CC(CC(=O)OCC)(C3)C2=O
    7	6	4	-14	0.0	19	0.5	-1	-7
COc1cccc(OCC(=O)Nc2c3c(nn2-c2ccc(F)cc2)CS(=O)(=O)C3)c1
    -12	-11	1	-3	-0.2	2	0.1	1	9
COCCN(CC(=O)Nc1ccccc1C(F)(F)F)C(=O)/C=C/c1cc(Cl)c2c(c1)OCO2
    -9	-4	1	1	-0.1	-10	0.6	-5	1
N=C1N(/N=C/c2ccccc2)C(=Nc2ccccc2)C(=S)N1c1ccccc1
    -9	-14	3	-5	-0.2	6	0.7	-3	8
CN(CC(=O)O/N=C(\N)c1ccc([N+](=O)[O-])cc1)S(=O)(=O)c1ccc2ccccc2c1
    5	-5	3	-9	0.1	-9	1.6	9	4
